Compound activity as filed in PubChem.
FXN GAA850 act: increases GAA850 frataxin promoter reporter activity. HEK293 lucGAA850 FXN promoter luciferase reporter, 24 h; percent of 10 µM SAHA response. activation, % at 6 µM. hit rate 0.56% among 360,000. AID 540364;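 active means activation above the average of all compounds screened plus 3 SD, cutoff fixed separately per campaign, cut at about 7.5% in these data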;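 further: 0% = DMSO wells and 100% = 10 µM SAHA wells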
ADAM10 inh: inhibitors of human ADAM10; inhibition, % at 7 µM; recombinant ADAM10, EDANS/DABCYL FRET peptide cleavage, 3 h; O14672; hit rate 0.62% among 370,000;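 active means inhibition above a per-campaign cutoff equal to the mean of compounds falling between control-based bounds plus 3 SD, cut at about 20% in these data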;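 further: 0% = DMSO wells while the 100% control is not disclosed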
DAX1 inh-1: inhibits human nuclear receptor DAX1; P51843; HEK293 Gal4-DAX1 luciferase reporter, luminescence; inhibition, % at 6.75 µM; hit rate 0.99% among 340,000; AID 504766;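 active means inhibition above the mean over all tested compounds plus 3 SD, cut at about 4.2% in these data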;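 further: 0% = DAX1-transfected cells with DMSO and 100% = empty-vector control cells with DMSO; inhibition shows as a rise in luminescence from relieved DAX1 repression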
Target sequence (P51843 207-470 limits assumed): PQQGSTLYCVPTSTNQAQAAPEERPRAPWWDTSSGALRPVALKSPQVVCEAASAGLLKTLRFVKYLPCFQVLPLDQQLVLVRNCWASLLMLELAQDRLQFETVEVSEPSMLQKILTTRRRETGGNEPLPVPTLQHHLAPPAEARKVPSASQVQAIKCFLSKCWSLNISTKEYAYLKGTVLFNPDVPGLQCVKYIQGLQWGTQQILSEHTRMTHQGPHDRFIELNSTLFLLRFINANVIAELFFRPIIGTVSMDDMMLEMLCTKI
ssDAF12 agonist: activators of S. stercoralis DAF-12 nuclear receptor. hit rate 1% among 370,000. activation, % at 6.8 µM. HEK293 ssDAF-12/GRIP1 lit1-tk-luc reporter, luminescence; % of 3 µM dafachronic acid response;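 active means activation above the mean over all tested compounds plus 3 SD, cut at about 0.9% in these data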;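 further: 0% = DMSO-only wells and 100% = 3 µM delta7-dafachronic acid wells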
hcDAF12 agonist: activates DAF-12 receptor from parasite H. contortus; hit rate 1.4% among 370,000; activation, % at 6.8 µM; AID 652067; HEK293 hcDAF-12 lit1-tk-luc reporter, luminescence; 0% DMSO, 100% Δ7-dafachronic acid;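 active means activation above the mean of all tested compounds plus 3 SD, cut at about 5.5% in these data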;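 further: 100% = response to 3 µM Δ7-dafachronic acid high control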
DAX1 inh-2: inhibitors of DAX1 repression of SF-1 activated StAR promoter | hit rate 1.1% among 370,000 | AID 652010 | HEK293T StAR-luciferase reporter, SF-1/DAX-1 repression relief | inhibition, % at 6.8 µM;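 active means inhibition above the mean over all tested compounds plus 3 SD, cut at about 3.6% in these data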;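 further: 0% = DAX-1 cells with DMSO and 100% = cells lacking DAX-1 with DMSO; higher inhibition means more luminescence from relief of DAX-1 repression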
sPLA2-III inh: Inhibits HGIII-sPLA2 liposome hydrolysis, primary screen. QFRET BODIPY PC-A2 liposome hydrolysis, fluorescence. Q9NZ20. inhibition, % at 12.2 µM. hit rate 0.56% among 370,000. AID 743126;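 active means inhibition above mean plus 3 SD of compounds lying within the high and low control bounds, cut at about 19% in these data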;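 further: 0% = median of test compound wells and 100% = no enzyme DMSO wells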
Target sequence (Q9NZ20 whole entry, looked up): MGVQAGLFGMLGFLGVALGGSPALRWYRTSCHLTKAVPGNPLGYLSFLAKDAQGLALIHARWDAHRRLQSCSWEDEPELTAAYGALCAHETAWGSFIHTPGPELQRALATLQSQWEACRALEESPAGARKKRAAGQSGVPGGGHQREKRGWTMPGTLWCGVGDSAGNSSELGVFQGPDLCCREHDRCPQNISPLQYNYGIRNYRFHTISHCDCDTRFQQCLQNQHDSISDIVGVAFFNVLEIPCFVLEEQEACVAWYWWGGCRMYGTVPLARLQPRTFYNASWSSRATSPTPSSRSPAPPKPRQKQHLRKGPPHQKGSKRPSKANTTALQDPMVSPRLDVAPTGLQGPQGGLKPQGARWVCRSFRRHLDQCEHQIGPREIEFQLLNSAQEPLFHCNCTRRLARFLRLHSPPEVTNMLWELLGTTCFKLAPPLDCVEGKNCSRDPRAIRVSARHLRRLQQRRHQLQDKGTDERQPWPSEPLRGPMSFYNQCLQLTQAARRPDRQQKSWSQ
hgDAF-12 ag: agonists of H. glycines DAF-12 nuclear receptor; HEK293 GAL4-hgDAF12 UAS-luciferase reporter, agonist luminescence; normalized to butyrate control; activation, % at 6.8 µM; hit rate 1.8% among 370,000;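 active means activation above a cutoff set at the mean of all screened compounds plus 3 SD, cut at about 10% in these data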;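 further: 0% = DMSO wells and 100% = sodium butyrate wells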
GC-B act: GC-B (human) receptor activation; HEK293-GC-B cells, CNP EC30, cGMP TR-FRET; 0% at EC30 CNP, 100% saturating CNP; hit rate 0.11% among 370,000; P20594; activation, % at 10 µM;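 active means activation at 10 µM reaching about 35% in either raw or pattern-adjusted values, limit read from the data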
SMARCA2 act: SMARCA2 function activation, primary screen; MG213 cells, MMTV-luciferase reporter, dexamethasone, overnight; hit rate 1% among 370,000; AID 652017; activation, % at 9.1 µM; in the data active means activation above about 7.8%;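 further: 0% = vehicle wells and 100% = reference activator wells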
NPR1 activator: GC-A (human) enzyme activation; P16066; HEK293 GC-A cells, cGMP TR-FRET, EC30 ANP; 0% at EC30 ANP, 100% saturating ANP; activation, % at 10 µM; hit rate 0.14% among 370,000; in the data active means activation above about 40%
Starred values were filed as active, the others as inactive; i = inactive; . = no result given.

cpd	structure	hcDAF12 agonist	ADAM10 inh	GC-B act	FXN GAA850 act	hgDAF-12 ag	DAX1 inh-2	SMARCA2 act	sPLA2-III inh	ssDAF12 agonist	DAX1 inh-1	NPR1 activator
1	COc1ccc(-n2c(N)c(C(=O)NCc3ccco3)c3nc4ccccc4nc32)cc1	-2.0	i	-3.8	3.1	-0.8	-1.0	-0.2	-11.6	-1.1	1.2	6.0
2	O=C(CCN1CCN(C(=O)c2ccco2)CC1)Nc1ccc(F)cc1	1.0	1.5	6.7	-0.9	1.4	0.3	0.0	1.0	-1.4	-0.3	-0.7
3	O=C1C(=O)N(Cc2cccnc2)C(c2ccccn2)/C1=C(/O)c1ccc(F)cc1 (centres undefined)	-1.8	-3.9	8.0	1.0	-1.0	-0.6	-1.8	1.2	-0.3	-0.1	1.4
4	Nc1[nH]c(C(=O)c2ccccc2)c(-c2ccccc2Br)c1C(=O)NCCc1ccc(Cl)cc1Cl	0.3	0.8	-4.5	.	2.3	1.0	0.3	-3.3	-1.0	.	-13.6
5	CSc1ccccc1C(=O)Nc1ccccc1C(=O)N1CCCC1	0.0	4.3	4.8	-2.5	0.0	-1.5	1.6	1.1	-2.0	0.9	-2.4
6	Cc1nnc(NC(=O)CSc2nc3ccccc3[nH]2)s1	-0.8	6.6	-1.9	0.1	4.0	1.6	6.6	2.4	-1.6	-0.5	2.2
7	CCOC(=O)c1cc2sc(C)cc2n1C(C)C(=O)OCC (centres undefined)	-0.6	4.5	1.4	-0.4	-1.4	-0.9	-2.1	-4.4	-0.8	-1.8	-5.2
8	CNC(=O)CSc1nnc(-c2ccco2)n1-c1ccc(C)cc1	-0.1	6.4	3.8	-0.1	0.5	-0.6	-0.2	2.6	-1.6	1.6	1.5
9	CC(C)CN1CCNC(=O)C1CC(=O)N(C)CC1CCOCC1 (centres undefined)	-0.2	-28.4	3.1	2.1	2.4	-0.1	-5.0	3.9	-0.7	0.6	-1.8
10	Cc1ccc(C(=O)N[C@H](C(=O)OCc2nnc(-c3ccccc3)o2)C(C)C)cc1	0.8	-5.6	2.8	3.2	-0.4	0.5	0.4	-7.0	-1.6	3.3	8.2
11	COCCNc1nc(NCCOc2ccccc2Cl)c2sc(-c3ccccc3)cc2n1	-1.1	-18.5	4.6	-5.1	-0.7	-1.2	-0.6	-14.9	-0.8	.	4.7
12	OC(c1ccccc1)(c1ccccc1)C1CCN(CCCOc2ccc(OC(F)(F)F)cc2)CC1	2.2	5.2	0.6	.	1.9	0.0	-3.0	-18.8	-0.6	.	-7.8

Limited to hcDAF12 agonist, for some of the entries so far:
no. | Compound | hcDAF12 agonist
12 | OC(c1ccccc1)(c1ccccc1)C1CCN(CCCOc2ccc(OC(F)(F)F)cc2)CC1 | 2.2
1 | COc1ccc(-n2c(N)c(C(=O)NCc3ccco3)c3nc4ccccc4nc32)cc1 | -2.0
9 | CC(C)CN1CCNC(=O)C1CC(=O)N(C)CC1CCOCC1 (centres undefined) | -0.2

2 of these compounds, set out differently:
2. O=C(CCN1CCN(C(=O)c2ccco2)CC1)Nc1ccc(F)cc1
  hcDAF12 agonist = 1.0 | ADAM10 inh = 1.5 | GC-B act = 6.7 | FXN GAA850 act = -0.9 | hgDAF-12 ag = 1.4 | DAX1 inh-2 = 0.3 | SMARCA2 act = 0.0 | sPLA2-III inh = 1.0 | ssDAF12 agonist = -1.4 | DAX1 inh-1 = -0.3 | NPR1 activator = -0.7
3. O=C1C(=O)N(Cc2cccnc2)C(c2ccccn2)/C1=C(/O)c1ccc(F)cc1 (centres undefined)
  hcDAF12 agonist = -1.8 | ADAM10 inh = -3.9 | GC-B act = 8.0 | FXN GAA850 act = 1.0 | hgDAF-12 ag = -1.0 | DAX1 inh-2 = -0.6 | SMARCA2 act = -1.8 | sPLA2-III inh = 1.2 | ssDAF12 agonist = -0.3 | DAX1 inh-1 = -0.1 | NPR1 activator = 1.4

Additional entries
cpd	structure	hcDAF12 agonist	ADAM10 inh	GC-B act	FXN GAA850 act	hgDAF-12 ag	DAX1 inh-2	SMARCA2 act	sPLA2-III inh	ssDAF12 agonist	DAX1 inh-1	NPR1 activator
13	Cc1ccc(N2CCN(/N=C/c3ccncc3)CC2)cc1	-1.5	-1.3	10.0	-0.5	-6.0	-2.9	-3.8	4.5	-2.6	-1.6	0.7
14	CCOc1ccccc1NC(=O)CSc1nnc2ccc(-c3ccncc3)nn12	0.3	3.9	4.5	1.9	1.2	0.1	-2.3	-3.0	-1.6	0.9	4.6
15	O=S(=O)(NCc1ccccc1)c1cccc(S(=O)(=O)N2CCOCC2)c1	0.0	1.0	-1.7	1.3	-1.2	-0.9	-2.3	-3.8	-1.4	-0.1	-4.9
16	CCSc1ncc(Cl)c(C(=O)Nc2ccccc2OC)n1	4.0	-12.3	-2.8	0.7	1.2	0.7	-4.0	21.2*	-0.6	0.2	0.8
17	NC(=O)N/N=C/CCc1ccccc1	-0.4	-11.9	3.4	-0.8	-3.6	0.1	-5.5	11.8	-0.8	2.2	7.7
18	CN(NC(=O)c1ccccc1)C1=NS(=O)(=O)c2ccccc21	1.3	-4.9	-1.3	1.2	-1.2	0.8	-4.4	0.0	-1.5	1.3	-0.1
19	CC(C)Oc1cc(F)ccc1-c1cc(C(=O)Nc2cccc(Cl)c2)[nH]n1	-2.5	22.1*	-3.6	-2.4	4.8	0.6	2.5	-9.1	-1.6	.	-6.3
20	COCCn1c(=S)[nH]c2cc(C(=O)N3CCN(C4CCCCC4)CC3)ccc2c1=O	-0.5	-5.7	3.3	-0.7	1.9	1.8	0.0	3.6	-0.6	-0.4	-1.1
21	COc1ccc(C(C)(NC(C)=O)c2nc(-c3ccccc3OC)cs2)cc1 (centres undefined)	-0.9	-11.7	0.9	0.6	2.4	-1.1	-2.2	-7.6	-2.2	.	-2.6
22	CCOc1ccc(N/N=C(/C#N)C(N)=O)cc1	-1.0	0.5	-1.3	3.3	0.2	-0.1	-1.4	6.8	-1.6	-0.9	-3.1
23	COc1ccc(Cc2noc(CN3CCN(Cc4csc(C)n4)CC3)n2)cc1OC	-0.3	-0.2	5.3	1.7	0.2	0.5	-2.6	-1.1	-1.1	0.6	-1.8
24	CCS(=O)(=O)Nc1ccc(C2=NN(C(=O)c3ccco3)C(c3ccco3)C2)cc1 (centres undefined)	-1.5	-13.6	-9.0	-5.2	-2.1	-6.0	-1.6	1.2	-1.4	-2.0	-17.4
25	CCC(C)(C)NC(=O)C(c1cccc(OC)c1OC)N(CC(C)C)C(=O)CCC(=O)Nc1cc(C)on1 (centres undefined)	-0.8	0.7	-7.7	-1.2	-2.2	-0.8	0.0	-7.3	-2.2	-0.7	-9.1
26	CC1=C(C)/C(=N\OS(=O)(=O)c2ccc(C)cc2)C=CC1=O	-4.2	1.2	7.7	-9.9	-8.6	-3.2	-10.5	5.1	-2.2	-3.6	5.4
27	CCCS(=O)(=O)NC(=O)C1(C)CCN(C(=O)c2ccc(SC(F)(F)F)cc2)C1 (centres undefined)	0.6	-4.6	-7.2	1.5	-0.2	0.0	-1.8	-0.1	-0.2	.	1.5
28	COC(=O)[C@]12C[C@H](CC(=O)NCCc3ccccc3OC)C(=O)N(Cc3ccccc3)C1=C[C@H](C(C)C)O[C@@H]2C1CC1	-0.8	1.2	-8.0	.	-1.9	0.1	0.4	3.8	-0.7	.	-6.1
29	CC1(c2nnc(-c3ccc(Cl)cc3)o2)CC(c2ccncc2)=NO1 (centres undefined)	0.1	-0.6	2.2	0.7	-0.9	-0.3	0.1	0.1	-1.1	2.2	0.5
30	COc1ccc(C2CC(=O)Oc3cc(C)c(Cl)cc32)cc1 (centres undefined)	-0.3	-4.8	4.7	-0.8	0.0	2.4	-5.9	-1.1	-1.0	-0.4	-2.3
31	COC(=O)C1=C(C)Nc2[nH]c(=S)[nH]c(=O)c2C1c1ccc(O)cc1 (centres undefined)	-1.4	-7.8	0.3	-1.2	-1.4	0.4	-6.1	18.6	-1.9	1.6	-1.4
32	COc1ccc(OC)c([C@@H]2OCCC=C[C@H]2C)c1	0.2	-5.2	-1.0	0.0	-2.0	0.2	0.4	-2.5	-0.7	-0.1	-0.2
33	CC(=O)Nc1cccc(C(=O)NCC2(N3CCCCC3)CCCCC2)c1	-0.7	-1.0	2.4	-0.8	1.1	3.3	-1.0	-0.4	-0.7	-0.2	1.1
34	COc1cccc(/C=C2/Sc3ccc(C(=O)NCCN4CCCCCC4)cc3NC2=O)c1	-2.5	-4.2	-1.6	-0.4	-0.7	0.7	2.9	-12.8	-1.4	0.2	10.6
35	CCN(CC)CCCN1C(=O)C2=C(C1=O)C1N(C)c3ccccc3[C@@]13C[C@@H](CO)N(C(=O)CCC(=O)OC)C3=N2 (some centres undefined)	-0.3	-4.4	7.5	.	1.8	0.5	-1.8	-0.2	-1.7	.	2.9
36	S=c1[nH]nc(-c2ccccc2Cl)n1Cc1ccccc1	-1.8	1.6	1.6	0.9	0.2	0.8	-2.8	18.3	-1.2	2.4	3.4
37	COc1cccc(/C=C2\CCC(C3CCCC3)C2=O)c1OC (centres undefined)	3.6	2.0	0.9	6.2	12.5*	2.1	4.7	-2.2	-0.6	2.5	0.0
38	O=C(COC(=O)C1CCN(C(=O)c2ccc(Cl)cc2)CC1)NC1CCS(=O)(=O)C1 (centres undefined)	-1.4	0.3	7.3	0.6	3.7	-0.2	-1.1	-2.9	-1.3	-0.3	1.8
39	COc1ccc(NC(=O)c2ccccc2NC(=O)CSc2ccccc2)cc1	2.8	-0.6	0.8	3.3	0.7	0.9	0.1	-0.7	-1.0	0.2	-0.6
40	CN(CC(=O)Nc1ccccc1Cl)C(=O)Cn1nnc(-c2ccc(F)cc2)n1	-1.6	-3.4	2.4	-1.1	0.0	0.6	-0.5	-11.0	-0.9	0.5	4.9
41	O=C(NCc1cccc(C(F)(F)F)c1)c1cccc(S(=O)(=O)NCc2ccccc2)c1	-1.6	18.0	0.7	2.3	-0.6	-0.4	-4.5	-7.8	-0.8	-1.9	-1.2
42	CC1Cc2ccccc2N1C(=O)COC(=O)c1n[nH]c(=O)c2ccccc12 (centres undefined)	-1.2	0.0	1.3	0.6	-3.1	3.5	-2.5	-0.7	-1.0	-0.6	0.2
43	O=C(NCCC(=O)N1O[C@@H]2C=C[C@H]1C2)OCC1c2ccccc2-c2ccccc21	-0.4	-28.5	0.1	0.8	4.4	0.8	0.5	-6.5	-0.8	-0.8	-2.4
44	Cc1ccccc1Cn1nc(C)c(NC(=O)c2cc3n(n2)C(C(F)F)CC(C(F)F)N3)c1C (centres undefined)	-0.6	11.0	0.1	2.3	1.0	0.2	-0.5	-0.8	-1.6	0.3	1.0
